TSG101-PTAP inh = blocks PTAP/TSG101 interaction to inhibit HIV-1 budding. Q99816. Fluorescence polarization, FITC-PTAP peptide / Tsg101 binding. Potency, µM (doses to about 115 µM), for inactives: top-dose activity change, negative = inhibition, actives largely listed as inhibitors. 340,000 tested, under 10 active; active means well fitted inhibition curve with a large enough effect in the main read-out, with a control signal flat, not every such curve was filed as active; inconclusive means small, poorly fitted or top-dose-only effect, or effect the other way, or a change in a side signal; inactive means no such curve, though single readings can be large or run the other way; further: potency means the concentration at half of the fitted maximal effect; % of control where 0% means no effect
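FP read-out: FITC-PTAP peptide, 50 nM final, binding Tsg101 binding domain, 10 uM final; 20 min, r.t.; 10 mM HEPES pH 7.5, 0.15 M NaCl, 0.01% Tween 20, 3 mM EDTA, 0.1 mM TCEP.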
MLL CXXC-DNA inh = blocks binding of human MLL CXXC domain to DNA; Q03164; actives 0.037% (n = 290,000); Potency, µM (titrated, usually from 115 µM), for inactives: top-dose activity change, negative = inhibition, hits mostly inhibitors; MLL-CXXC / FITC-HOXA9 DNA fluorescence polarization; active means well fitted inhibition curve with a large enough effect in the polarisation, with a control signal flat, not every such curve was filed as active; inconclusive means small, poorly fitted or top-dose-only effect, or effect the other way, or a change in a side signal; inactive means no such curve, though single readings can be large or run the other way; the % refers to the polarisation; further: potency means the concentration at half of the fitted maximal effect
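Steps: dispense CXXC domain solution (7 uM) → pin compounds or unlabeled HOX-A9 DNA control → 5 min ambient → add FLSN-HOX-A9 solution (50 nM) → spin → 30 min ambient → fluorescence polarization. Tris pH 7.5/NaCl/DTT/BSA buffer.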
MBNL1-CUG inh = blocks human MBNL1 binding to CUG repeat RNA | TR-FRET MBNL1-His/biotin-(CUG)12 binding, 665/545 ratio | actives 0.036% (n = 280,000) | AID 2675 | Q9NR56 | Potency, µM (titrated, usually from 57.5 µM), for inactives: at the top dose activity change, negative = inhibition, actives largely listed as inhibitors; active means well fitted inhibition curve with a large enough effect in the signal ratio, with a control signal flat, not every such curve was filed as active; inconclusive means small, poorly fitted or top-dose-only effect, or effect the other way, or a change in a side signal; inactive means no such curve, though single readings can be large or run the other way; the % refers to the signal ratio; further: potency means the concentration at half of the fitted maximal effect; on the % scale 0 is the no-effect control and ±100 the full control effect
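TR-FRET between His-tagged MBNL1 and biotin-(CUG)12 RNA, detected with Tb anti-His antibody (0.055 ng/ul) and streptavidin-XL665 (5 nM), 60 min at room temperature. Compounds titrated 92 nM to 58 uM; 665/545 nm ratio normalized to buffer and complex controls.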
Integrin act MD = activates integrin-mediated alleviation for muscular dystrophy; alpha7betagal myoblasts, beta-gal FDG fluorescence, 48 h; Potency, µM (series often up to 38.3 µM), without a hit: top-dose activation, hits mostly activators; actives 0.064% (n = 350,000);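 further: potency means the concentration at half of the fitted maximal effect; 100% = response of the positive control SU9516; nearly all actives have a fitted effect of over 60% in size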
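Alpha7betagal+/- myoblasts (passage 13) were plated 16-24 hr, then exposed to compounds (1:260 dilution of DMSO stock) for 48 hours at 37C. After MPER lysis, β-galactosidase reporter activity was read as FDG fluorescence (ex 480/em 540) after 30 minutes.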
TCR activator = T cell receptor activation; primary human leukocytes, anti-CD3, IL-2 HTRF, 48 h; Potency, µM (titrated, usually from 9.22 µM), without a hit: at the highest dose activation of IL-2 secretion, hits mostly activators; 330,000 tested, under 10 active; AID 504894; further: % of control where 0% means no effect
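48 hr co-incubation of compounds, a-CD3 beads and primary human leukocytes; IL-2 quantified homogeneously by HTRF with anti-IL-2 K and d2 conjugates.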
TSHR antag = antagonists of human thyroid stimulating hormone receptor; actives 0.2% (n = 330,000); TSHR-expressing cells, TSH-stimulated cAMP HTRF, 2 h; active compounds read low; activity change, negative = inhibition, % at 11.5 µM; P16473;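 active means activity change below a set negative limit, meaning inhibition stronger than a set level, cut at about -70% in these data; inconclusive means activity change between two set negative limits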; further: on the % scale 0 is the no-effect control and ±100 the full control effect
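Cell-based HTRF cAMP assay; TSHR cells + compound, TSH EC80 (4nM final), 2 h, 37 deg C. Lysis with anti-cAMP cryptate and cAMP-d2, 30 min RT, read 665/620 nm.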
ASM inhibitor = blocks human secretory acid sphingomyelinase; P17405; placental ASM, HMU-PC fluorogenic substrate, 60 min; actives 0.006% (n = 340,000); Potency, µM (titrated, usually from 57.5 µM), inactives show top-dose activity change, negative = inhibition, usual class: inhibitors; further: potency means the concentration at half of the fitted maximal effect
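Fluorogenic HMU-PC substrate (9 uM final) is turned over by placental ASM in 60 min at 37 C after a 10 min compound preincubation. Reaction ended by alkaline stop (pH 10), with fluorescence read at 386/447 nm.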
Menin-MLL TR inh = inhibitors of human menin-MLL interaction, mutant MLL peptide. AID 1768. Potency, µM (doses to about 61.6 µM), for the others: at the top dose FP activity change, negative = inhibition, most hits filed as inhibitors. Menin + Texas Red MLL mutant peptide, fluorescence polarization. O00255. actives 0.23% (n = 270,000); active means well fitted inhibition curve with a large enough effect in the polarisation, with a control signal flat, not every such curve was filed as active; inconclusive means small, poorly fitted or top-dose-only effect, or effect the other way, or a change in a side signal; inactive means no such curve, though single readings can be large or run the other way; the % refers to the polarisation; further: potency means the concentration at half of the fitted maximal effect; % of control where 0% means no effect; many of its hits are not listed in these tables
Mito fusion act = mitochondrial division inhibition or fusion activation. S. cerevisiae fusion-defective mutant growth rescue, CellTiterGlo 48 h. Potency, µM (top dose mostly 46.1 µM), without a hit: at the highest dose growth rescue (activation), usual class: activators. actives 0.23% (n = 320,000);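 further: potency means the concentration at half of the fitted maximal effect; % of control where 0% means no effect; nearly all actives have a fitted effect of over 45% in size; temperature-sensitive fusion mutants such as fzo1-1 at 37 °C on non-fermentable ethanol glycerol medium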
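Temperature-sensitive fusion-defective S. cerevisiae (e.g. fzo1-1, mgm1-5) were grown with compound in YPEG medium (3% ethanol, 3% glycerol) for 48 hours at 37C. Growth rescue was measured as viability by CellTiterGlo luminescence after 10 minutes at ambient.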
A-T KAP1 phos = potential ataxia-telangiectasia treatments restoring KAP-1 phosphorylation. […] A-T fibroblasts, KAP-1 phosphorylation AlphaLISA; neocarzinostatin DNA damage 30 min before lysis. Potency, µM (series often up to 57.5 µM), for the others: at the top dose activation, actives largely listed as activators. actives 0.19% (n = 320,000); further: potency means the concentration at half of the fitted maximal effect; % of control where 0% means no effect; nearly all actives have a fitted effect of over 45% in size
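hTERT-immortalized A-T patient fibroblasts ([…]), 500 cells/well in OPTI-MEM, 1% FBS, got compounds for 60 min, then NCS for 30 min at 37C. Lysates were then assayed for phospho-KAP-1 by AlphaLISA (anti-pKAP1 donor, anti-KAP1 acceptor beads), 6 hr at 25C.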
* marks the source's active call; other numbers are inactive results; ? = inconclusive; . = not tested or not shown; [ ] = remark or other dose. Unless noted, the call rests on the fitted dose curve; in most records, active means well fitted curve in the direction sought with a large enough effect; inconclusive means small, poorly fitted or top-dose-only effect, or another doubt; inactive means no such curve, though single readings can be large; an effect the other way counts as inactive or inconclusive. Not all compounds are listed; rates above refer to the full screens.

SMILES | TSG101-PTAP inh | MLL CXXC-DNA inh | MBNL1-CUG inh | Integrin act MD | TCR activator | TSHR antag | ASM inhibitor | Menin-MLL TR inh | Mito fusion act | A-T KAP1 phos
CCn1nc(NS(=O)(=O)c2ccccc2[N+](=O)[O-])c2cc3cccc(C)c3nc21 | -5.6% | 3.3% | 9.4% | 4.9% | -6.4% | -3.5 | -22.3% | . | 6.8% | -3.7%
COc1ccc(CCNC(=O)c2cccc(S(=O)(=O)N3CCCCC3)c2)cc1 | -6.9% | 1.8% | -2.9% | -17.4% | -0.4% | -5.4 | -1.7% | -8.6% | -0.7% | 1.2%
Clc1cccc(Cl)c1OCCOCCNCc1ccccc1 | -9.0% | 2.1% | -5.6% | -65.1%[inhibitor] | . | -1.5 | 1.8% | -2.1% | -10.7% | 3.6%
O=C(Nc1ccc(Cl)cc1)Nc1nnc(/C=C/c2ccccc2)s1 | -9.7% | 1.0% | -21.0% | 24.1% | 2.4% | -2.8 | . | . | 7.7% | 8.5%
CC(C)(C)c1cc(NC(=O)CCSc2nnc3ccccn23)cc(C(C)(C)C)c1 | -3.4% | . | . | 18.4% | -1.2% | . | 84.0%[activator] | . | . | .
Cc1c([C@@H]2C[C@H]3CN(Cc4cccc(Cl)c4)C(=O)[C@]34CCCN24)cnn1C | 5.0% | -2.2% | -7.4% | -21.6% | -0.5% | 0.4 | 0.9% | -22.7% | 4.8% | -0.1%
COc1cc([N+](=O)[O-])ccc1NC(=O)/C=C\C(=O)O | -2.7% | -1.9% | ? | 14.6% | -4.4% | -8.7 | -1.3% | -10.8% | -1.6% | 0.1%
O=C(Nc1cccc(F)c1)c1ccco1 | -5.9% | -13.2% | -4.2% | 9.1% | 5.0% | 5.1 | 0.6% | 4.7% | 5.3% | -2.1%
Cc1cc(C)c(S(=O)(=O)NCC23C=CC(O2)C2C(=O)N(c4ccccc4)C(=O)C23)c(C)c1 (stereo not drawn) | -5.7% | -0.2% | 2.9% | 0.0% | -9.5% | 33.2 | -2.4% | -14.9% | -5.7% | -2.0%
Cc1ccc(NC(=O)N2Cc3ccccc3CC2C(=O)NC(C)(C)C)cc1 (stereo not drawn) | -2.7% | 0.2% | 0.9% | 7.2% | -11.7% | -2.2 | -2.1% | -12.8% | 0.5% | -2.3%
COCCOc1cc(Nc2nnc(C(F)(F)F)s2)c(Cl)cc1Cl | -7.5% | 7.6% | -2.3% | 4.5% | -2.9% | 19.1 | -9.9% | 5.7% | 3.8% | -2.4%
CCCn1nc2cc(C(=O)NCCCCc3ccccc3)ccc2c1OCC | -9.0% | -8.8% | -5.7% | -14.0% | 0.7% | -5.6 | 20.7% | -5.2% | -0.7% | 1.6%
COc1ccc(-c2noc(-c3ccccc3-c3ccccc3)n2)cc1 | -8.3% | 14.1% | 5.5% | -1.8% | 0.7% | -13.0 | -3.6% | 25.0% | 3.6% | 16.4%
O=C(COC(=O)/C=C/c1ccccc1)NCc1ccc2c(c1)OCO2 | 5.2% | . | . | -5.6% | -58.6% | -6.8 | -0.2% | . | . | 8.8%
COc1ccc(C(C)=O)cc1COC(=O)CCCN1C(=O)c2ccccc2C1=O | -1.4% | 19.6% | 4.1% | 5.7% | -1.0% | -13.9 | 0.5% | -1.5% | 3.7% | 17.8%
CC(=O)c1cccc(NC(=O)NCc2ccco2)c1 | -1.5% | 2.6% | 7.8% | 0.8% | 3.2% | 5.7 | -1.2% | 2.5% | -3.0% | -2.6%
CCNC(=S)Nc1ccc(S(=O)(=O)Nc2cc(C)nc(C)n2)cc1 | 3.8% | 7.2% | -4.2% | 0.0% | 3.4% | -6.5 | 5.6% | -8.3% | -4.6% | -2.1%
Cc1ccc(C)c(S(=O)(=O)C(C#N)c2nc3ccccc3nc2N2CC(C)OC(C)C2)c1 (stereo not drawn) | -1.8% | 6.0% | 4.5% | -31.7% | 0.9% | -31.3 | 14.8% | ? | 26.7% | 4.0%
O=C(Nc1ccc(N2CCN(C(=O)c3ccc(Cl)cc3)CC2)cc1)c1cc2ccccc2o1 | -4.8% | -21.9% | 1.6% | 26.2% | 5.6% | -10.1 | -1.6% | 8.1% | -0.8% | -0.4%
Cc1ccc(N2CCCn3c2nc2c3c(=O)n(CCN3CCOCC3)c(=O)n2C)cc1 | . | 1.7% | 2.2% | . | . | -5.8 | . | -1.2% | 2.2% | 4.5%
O=C1CCCS(=O)(=O)c2ccccc21 | 3.2% | -3.0% | -2.2% | 5.7% | -1.0% | 1.3 | 6.0% | 11.5% | -7.0% | 9.4%[11.5 µM]
COc1ccc(C(=O)Nc2nnc(Cc3ccccc3)s2)c(OC)c1 | 1.0% | -0.7% | 71.9%[activator] | ? | -0.8% | 4.3 | -1.4% | 9.6% | -3.3% | 1.1%
CCOc1ccc(Cn2c(O)cc(=O)[nH]c2=O)cc1 | -3.6% | -4.0% | -0.6% | 24.6% | -0.5%[46.1 µM] | 5.9 | -1.0% | ? | -7.2% | 0.0%
O=C1c2ccccc2C(=O)N1CC(O)Cn1nnc2ccccc21 (stereo not drawn) | -5.6% | -6.1% | ? | -11.6%[7.66 µM] | -18.0% | 5.4 | 2.9% | 5.0% | -4.1% | 6.9%
Cc1ccc(S(=O)(=O)N(C)c2ccc(OCC(=O)Nc3cc(C(=O)O)ccc3Cl)cc2)cc1 | -2.6% | . | . | ? | -0.8% | . | 39.9%[activator] | . | . | .
Continued.
SMILES | TSG101-PTAP inh | MLL CXXC-DNA inh | MBNL1-CUG inh | Integrin act MD | TCR activator | TSHR antag | ASM inhibitor | Menin-MLL TR inh | Mito fusion act | A-T KAP1 phos
COCCCNC(=O)COc1cc(C)c(Cl)c(C)c1 | -0.3% | -2.7% | 5.2% | -17.8% | 3.7% | -8.4 | 0.3% | -1.1% | -2.3% | 2.5%
Cc1ccc(C(=O)COC(=O)[C@@H](NC(=O)c2ccco2)C(C)C)s1 | -1.9% | . | . | -9.0% | -0.5% | -8.5 | -3.3% | . | . | 14.2%
Cc1ccc(CN2CC(C(=O)N3CCN(S(=O)(=O)c4cccc(F)c4)CC3)CC2=O)cc1 (stereo not drawn) | -1.5% | . | . | 7.8% | 0.0% | 1.4 | 2.1% | . | -3.6% | -12.4%
O=C1[C@H]2[C@@H](c3ccc(F)cc3)N3C(=O)N(c4ccc(Br)cc4)C(=O)[C@@]3(Cc3ccc(Cl)cc3)[C@H]2C(=O)N1C1CCCCC1 | -0.4% | 14.8% | -6.3% | 17.2% | 1.8% | 43.4 | -6.4% | ? | 2.6% | -0.8%
COc1ccc(NC(=O)c2ccc3ccccc3c2OC)cc1 | -3.5% | . | . | 16.7% | -0.5% | . | 2.0% | . | . | .
O=C(N/C(=C\c1ccco1)C(=O)N1CCCC1)c1ccccc1 | -3.7% | 3.7% | 1.0% | -21.4% | 0.3% | 5.7 | 1.2% | -12.5% | -0.9% | -12.4%
Clc1ccc(CSc2ncnc3c2ncn3C2CCCCO2)cc1 (stereo not drawn) | -5.0% | . | . | -9.3% | 3.0% | . | -3.3% | . | . | .
COc1cc(/C=C/C(=O)NC2CCCCC2)cc(OC)c1OC | 0.3% | -5.2% | 0.4% | -9.1% | 4.2% | -2.6 | 5.6% | 10.6% | 0.8% | 7.1%
O=C(NCC1CCCO1)C(c1cccnc1)N(C(=O)Cc1cccs1)c1ccccc1 (stereo not drawn) | -1.6% | -13.0% | 5.0% | 0.8% | -0.2% | 8.5 | 1.8% | . | -2.0% | -1.6%
CCOc1ccc(/C=N/OCC(=O)NCc2ccco2)cc1 | 0.1% | 1.9% | -0.2% | -9.1% | 13.2% | -6.1 | -1.2% | -11.7% | 3.7% | 1.1%
CN(Cc1ccon1)C(=O)C1CCC(=O)N(Cc2ccc(Cl)cc2)C1 (stereo not drawn) | -3.1% | 3.1% | -2.8% | -41.1% | 7.7% | 10.6 | 2.0% | . | -0.6% | 6.6%
CC(=O)N[C@@H](Cc1c[nH]c2ccccc12)C(=O)OCC(=O)Nc1ccc(S(=O)(=O)N(C)C)cc1 | -0.6% | -6.4% | -2.7% | ? | -0.3% | -0.8 | -2.0% | 14.7% | 6.3% | -1.8%
O=C1c2cccc3cccc(c23)N1CN1CCN(c2ccccn2)CC1 | -1.4% | 2.1% | ? | 16.9% | 2.6% | -4.7 | 49.9%[activator] | 5.9% | -2.8% | 20.2%
Fc1c(F)c(F)c(N=Cc2ccc3ncccc3c2)c(F)c1F | -5.3% | 5.3% | 7.4% | 22.2% | -0.9%[46.1 µM] | 18.4 | 4.2% | -9.3% | 0.5% | -11.9%
